CaV13 ICDI inh = Disruptors of the CACNA1D IQ motif to Ca2+-dependent inactivation inhibitor domain association, primary screening, Förster resonance energy transfer in intact living …; HEK cells, CFP/YFP FRET ICDI-IQ, plate reader, 10 min; percent FRET-ratio fall versus neutral wells; inhibition, % at 12.3 µM; 340,000 tested, 0.098% active; AID 743397;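 active means mean replicate inhibition of at least 30% and at least 1% of replicates passing that level; inconclusive means only one of the two criteria is met; inactive means neither criterion is met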;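 further: 0% = median of the neutral control wells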
Peg3 promoter = reduces Peg3 promoter-driven luciferase expression in HeLa. HeLa PEG-Prom luciferase reporter, luminescence, overnight. inhibition, % at 20 µM. 360,000 tested, 1.7% active. AID 588405;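 active means inhibition of at least 50% at 20 µM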
NR2E3 ag-1 = agonists of human NR2E3 nuclear receptor. Q9Y5X4. CHO-S Gal4-NCOR/VP16-NR2E3 two-hybrid, luciferase. inhibition of corepressor binding, % at 3.98 µM. 360,000 tested, 0.35% active. AID 602229;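 active means inhibition above the mean of all tested compounds plus 3 SD, cut at about 70% in these data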;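 further: 0% = DMSO with NR2E3 transfected cells and 100% = cells lacking NR2E3 construct; higher means lower luciferase signal from less NR2E3 corepressor binding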
Target sequence (Q9Y5X4 whole entry, looked up, the tested form may be a part): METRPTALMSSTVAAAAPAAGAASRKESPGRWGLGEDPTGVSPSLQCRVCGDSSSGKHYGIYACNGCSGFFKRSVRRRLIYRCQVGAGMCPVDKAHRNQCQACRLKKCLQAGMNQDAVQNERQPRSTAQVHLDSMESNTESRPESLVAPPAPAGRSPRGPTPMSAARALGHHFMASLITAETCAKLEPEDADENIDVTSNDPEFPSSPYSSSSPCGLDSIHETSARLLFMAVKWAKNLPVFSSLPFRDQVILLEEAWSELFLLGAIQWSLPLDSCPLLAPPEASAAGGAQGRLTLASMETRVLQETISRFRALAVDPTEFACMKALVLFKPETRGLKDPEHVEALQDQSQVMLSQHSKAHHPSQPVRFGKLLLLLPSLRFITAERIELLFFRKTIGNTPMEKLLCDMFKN
Vif imaging = HIV Vif inhibition | HEK293T cells, Vif self-association by quenched fluorescence, imaging, 24 h | inhibition, % at 7.49 µM | 340,000 tested, 0.35% active; in the data active means inhibition above about 50%, passing the limit was not always enough; inconclusive means no clear call, values can overlap the other calls; inactive means below about 31%; further: some results filed as inactive read as strong as hits
TRPM1 prom inh = MITF TRPM1 promoter inhibition in SK-MEL-5 cells | inhibition, % at 12.5 µM | SK-MEL-5 TRPM1 promoter luciferase, 24 h | 330,000 tested, 0.83% active;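 active means mean inhibition across replicates of 60% or more, whatever share of single replicates reaches that level; inconclusive means some that reach 60%, reason not given; inactive means mean inhibition across replicates below 60%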; further: values of inactives mirror those of a sister screen read the other way
aDG glyco up = increases alpha dystroglycan glycosylation. Pro5-aDG cells, alpha-DG glycosylation AlphaScreen (IIH6); 0% Pro5, 100% B10-LARGE cell signal. activation, % at 10 µM. 360,000 tested, 0.22% active. AID 624168;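 active means activation of at least 8% versus controls, or a plate z-score of at least 8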;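 further: Pro5 are CHO cells carrying HIG-tagged alpha-DG that lacks glycosylation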
NR2E3 ag-2 = agonists of human nuclear receptor NR2E3. 320,000 tested, 0.12% active. Q9Y5X4. inhibition of corepressor binding, % at 4.78 µM. GST-NR2E3/biotin-RetCOR TR-FRET, 1536-well. AID 2300;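 active means percent inhibition above the cutoff of mean plus 3 SD of all tested compounds, set per screening campaign, cut at about 20% in these data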;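 further: 0% = DMSO wells and 100% = biotin wells as full block of FRET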
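Test system – NR2E3–RetCOR corepressor complex · Quantity – NR2E3 fusion 1.35 nM · Buffer or medium – Tris pH 7.5 · Incubation – Compound–protein incubation for 5 h at 4 °C · Technique – TR-FRET, Eu(K)-anti-GST donor, streptavidin-D2 acceptor, ex 340, em 617/671 nm · Evaluation – percent inhibition of 671/617 nm emission ratio versus biotin and DMSO controls · Plate – 1536-well format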
hiPSC survival = enhancers of human iPSC single-cell survival; hiPSC single-cell survival, ATPlite luminescence; 100% = ROCK inhibitor wells, 0% = DMSO; survival enhancement, % at 20 µM; 360,000 tested, 0.044% active; AID 602274; in the data active means survival enhancement above about 18%;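 further: cells exposed to compounds for 16 hours before the ATP read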
PDI inh = PDI (human) enzyme inhibition; P07237; PDI insulin aggregation turbidity, A650, 90 min; inhibition, % at 10 µM; 350,000 tested, 0.052% active;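 active means mean inhibition across replicates of 30% or more, whatever share of single replicates reach that level; inconclusive means mean inhibition below 30% while every single replicate reaches 30%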;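 further: absorbance from insulin aggregation driven by PDI reduction with DTT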
Target sequence (P07237 whole entry, looked up): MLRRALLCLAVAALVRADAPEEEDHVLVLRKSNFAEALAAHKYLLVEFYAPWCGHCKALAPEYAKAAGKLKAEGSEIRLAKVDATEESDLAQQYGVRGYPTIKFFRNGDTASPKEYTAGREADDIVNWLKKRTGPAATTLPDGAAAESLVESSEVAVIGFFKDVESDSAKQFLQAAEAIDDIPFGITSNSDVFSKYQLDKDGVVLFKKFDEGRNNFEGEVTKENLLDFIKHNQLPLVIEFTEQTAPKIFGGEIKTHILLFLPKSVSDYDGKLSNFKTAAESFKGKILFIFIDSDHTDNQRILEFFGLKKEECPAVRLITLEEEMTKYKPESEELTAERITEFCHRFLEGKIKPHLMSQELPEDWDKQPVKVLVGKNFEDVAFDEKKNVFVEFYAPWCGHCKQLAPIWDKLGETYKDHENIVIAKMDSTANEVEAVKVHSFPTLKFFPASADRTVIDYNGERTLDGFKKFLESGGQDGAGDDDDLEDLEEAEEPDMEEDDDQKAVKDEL
Granule exo inh = lytic granule exocytosis inhibition. TALL-104 LAMP-1 surface exposure, flow cytometry; cells stimulated with thapsigargin and PMA. inhibition, % at 10 µM. 360,000 tested, 0.66% active;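 active means inhibition above about 55%, limit read from the data; inconclusive means no clear call, values can overlap the other calls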
HIF-2a block = HIF-2a inhibition; 786-0 RCC cells HIF-2a reporter, luciferase luminescence, overnight; inhibition, % at 18.8 µM; 360,000 tested, 0.72% active; AID 624352;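 active means inhibition of the luminescence signal of 40% or more relative to plate controls, in a single-dose primary screen at 18.75 µM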
Active calls of the source: *; ? = inconclusive; · = not tested or not shown.

SMILES	CaV13 ICDI inh	Peg3 promoter	NR2E3 ag-1	Vif imaging	TRPM1 prom inh	aDG glyco up	NR2E3 ag-2	hiPSC survival	PDI inh	Granule exo inh	HIF-2a block
Cc1ccccc1NC(=O)Cc1nc(COC(=O)c2cccc([N+](=O)[O-])c2)cs1	-11	-16	-5	·	6	-0.2	0	1.2	0	-2	6
COc1ccc(OC)c2[nH]c(C(=O)N/N=C/c3ccccc3O)cc12	-4	63*	-46	-2	60	0.1	2	0.4	8	31	3
CC(=O)n1cc(/C=N/NC(=O)c2ccc(Cl)cc2)c2ccccc21	-3	-177	-11	-1	-33	0.0	2	-0.4	0	-3	-236
O=C(Nc1nc(-c2cc3ccccc3oc2=O)cs1)c1ccco1	-7	-98	-97	·	·	0.4	0	1.2	-8	1	-202
Cc1ccc(NC(=S)N(Cc2cccc(Br)c2)CC2CCC(C(=O)O)CC2)cc1Cl (stereo unspecified)	-2	12	-18	-2	-8	-0.2	-1	-0.2	1	-2	23
CCOc1cc(C(=O)NCC(=O)N/N=C/c2sccc2C)cc(OCC)c1OCC	-6	9	17	2	15	0.0	2	-0.7	4	2	22
CCOC(=O)c1nn(-c2ccc(F)cc2)c(-c2ccccc2)c1C(=O)c1ccccc1	·	3	-22	37	23	0.3	4	3.7	5	2	-15
O=S(=O)(Nc1cc(S(=O)(=O)N2CCOCC2)ccc1NCC1CCCO1)c1ccc(F)cc1 (stereo unspecified)	-5	-24	-8	19	-3	0.0	5	0.4	-1	0	8
Nc1ccc2c(c1)C(=O)c1ccc(Br)cc1-2	-6	-12	-16	3	-16	-0.1	·	-1.2	-2	22	-33
COc1ccc2c(c1)c(C(=O)N/N=C/c1ccc(Cl)cc1)c(C)n2C	1	19	-18	-6	5	0.1	-5	1.4	-2	4	-17
O=C1CCCN1CCCNc1ncnc2sccc12	5	13	-13	-6	10	-0.2	3	1.6	-7	-1	20
CC1CCCC(C)N1C(=O)CSc1nnnn1Cc1ccccc1 (stereo unspecified)	-4	5	-37	9	5	5.6*	-1	-1.5	15	0	12
CN(C)S(=O)(=O)Nc1ccc(C(=O)O)cc1	-5	6	-32	12	3	-0.1	4	0.0	1	-1	19
CN1CCN(CCCNC(=O)CCCOc2cc(=O)n(C)c3ccccc23)CC1	-5	-13	1	-13	7	0.0	1	1.3	3	-8	12
COc1ccc(NC(=O)NNC(=O)C(O)(c2ccccc2)c2ccccc2)cc1	-3	18	0	11	-2	0.9	2	0.8	4	22	12
COC(=O)[C@@H](Cc1ccccc1)NS(=O)(=O)N[C@H](Cc1ccccc1)C(=O)OC	-9	8	19	-2	1	-0.1	·	-3.5	6	10	15
COc1cc(/C=N/N=C(/N)c2nonc2N)cc(Br)c1OCc1ccccc1C	-5	1	-52	-1	-15	-0.1	2	-1.0	-14	7	-19
CC(NC(=O)C(C)(C)C)c1nc2ccccc2n1C (stereo unspecified)	-3	17	4	1	-2	-0.1	3	1.6	-5	3	6
COc1cccc(C(O)c2nc(-c3ccc(OC)nc3)cs2)c1 (stereo unspecified)	-11	-27	-32	-5	·	0.3	·	-2.1	-3	-5	-47
C=CCSc1nnc2c(n1)OC(c1cccnc1)Nc1ccccc1-2 (stereo unspecified)	-5	-20	-38	3	-12	-0.3	-4	0.7	9	3	-157
Cc1[nH]nc2cn[nH]c12	-8	6	0	·	-7	0.0	0	-2.2	-1	-2	6
CCc1nc(N2CCCC2)c(C#N)c2c1CCCC2	-2	4	2	-5	-6	-0.1	0	2.6	9	2	19
COCCCNc1nccn2ccnc12	-5	-3	-44	-6	·	-0.2	·	1.8	13	5	3
Cc1ccccc1NS(=O)(=O)c1ccc(OCC(=O)N2CCCC2)cc1	·	21	1	2	-6	-0.1	1	-2.5	-3	2	6
Cc1onc(-c2ccccc2)c1C(=O)Nc1ccc(N2CCOCC2)cc1	·	12	-39	5	1	0.0	4	0.9	-5	-5	4
O=C(NCC(c1ccco1)N1CCOCC1)c1c(F)cccc1F (stereo unspecified)	-2	-4	1	3	5	-0.3	-4	-0.5	-5	5	14
COc1ccccc1Nc1nnc(SCC(=O)Nc2nc(-c3ccc(F)cc3)cs2)s1	-6	25	-6	26	27	-0.5	0	4.5	-3	-7	-17
Nc1cccc(C(=O)OCC(=O)Nc2cccc3c2C(=O)c2ccccc2C3=O)c1	-3	26	-1	20	18	-0.1	5	1.9	4	0	-21
CN(Cc1c(O)ccc2c1oc(=O)c1ccccc12)C1CCCCC1	-4	-28	2	1	-13	0.0	12	-0.6	-9	14	-62
O=[N+]([O-])c1ccc2nc(-c3ccccn3)[nH]c2c1	-4	-216	-121	1	-40	0.3	0	-0.5	4	3	-289
CCCCN1C(=O)C(CC(=O)NCc2cccs2)CC(C(=O)N2CCOCC2)=C1C (stereo unspecified)	-3	-22	2	1	·	0.0	·	2.5	1	-3	1
CC(C)c1ccc(-n2c(-c3ccccc3)c[n+]3c2CCc2ccccc2-3)cc1	-19	68*	34	-10	88*	3.8	·	-3.8	3	38	15
CCCCNC(=O)C1(C)CCCCN1C(=O)c1cc(C#N)cs1 (stereo unspecified)	-5	6	-15	-3	·	-0.2	·	-1.5	-5	0	4
COc1ccccc1N1CCN(C(=O)CCc2nnc3ccc(N4CCOCC4)nn23)CC1	-15	-4	11	8	0	-0.2	4	0.3	-3	0	2
C/C(=C\C(=S)Nc1ccccc1)Nc1ccccc1	-3	-13	-28	-2	5	0.3	-1	0.0	5	0	-18
O=C(NCCCn1ccnc1)c1ccc(Br)c(S(=O)(=O)N2CCOCC2)c1	-4	15	-17	0	1	2.5	0	2.1	4	3	12
CCCCCCCN1N=C(C)C(C(=O)c2ccccc2)C1=O (stereo unspecified)	5	-2	20	-3	-5	0.0	-5	6.7	11	-2	9
COc1cccc(C(=O)Nc2cccc(OCC(=O)c3ccccc3)c2)c1	-33	-37	-31	2	-4	0.6	0	0.4	-4	-4	-108
CCCCOCCCn1cnc2c([nH]c3cc(OC)ccc32)c1=O	-6	-3	-31	-6	2	0.4	-5	0.5	19	-4	-2
CSCCCNC(=S)N1CCN(c2ccc(C(C)=O)cc2)CC1	-5	-9	-31	-11	-5	0.7	3	-0.1	-6	-1	-25

Shown with values under each structure: entries from further up.
Screens in order – CaV13 ICDI inh, Peg3 promoter, NR2E3 ag-1, Vif imaging, TRPM1 prom inh, aDG glyco up, NR2E3 ag-2, hiPSC survival, PDI inh, Granule exo inh, HIF-2a block
> CCc1nc(N2CCCC2)c(C#N)c2c1CCCC2
→ -2, 4, 2, -5, -6, -0.1, 0, 2.6, 9, 2, 19
> COc1ccccc1N1CCN(C(=O)CCc2nnc3ccc(N4CCOCC4)nn23)CC1
→ -15, -4, 11, 8, 0, -0.2, 4, 0.3, -3, 0, 2

(continued)
SMILES	CaV13 ICDI inh	Peg3 promoter	NR2E3 ag-1	Vif imaging	TRPM1 prom inh	aDG glyco up	NR2E3 ag-2	hiPSC survival	PDI inh	Granule exo inh	HIF-2a block
COC(=O)C1=C(C)N(CCCC(=O)O)C(=O)NC1c1ccccc1OS(=O)(=O)c1ccccc1[N+](=O)[O-] (stereo unspecified)	-5	3	-17	-8	-18	-0.2	2	4.5	0	4	10
COc1ccc(C(=O)C2CCCN(C(=O)Cn3ccc(C)n3)C2)cc1OC (stereo unspecified)	3	0	-7	0	0	0.0	11	-0.6	1	-5	1
Cc1ccc(S(=O)(=O)Nc2c(O)c3ccccc3oc2=O)cc1	-2	3	-18	-3	3	-0.1	0	1.6	9	-1	13
Cc1cc(CC(C)C)n(-c2nc3ccccc3c(=O)n2OCC(=O)N(C)C)n1	-2	-104	9	9	-12	-0.4	-3	-0.7	-10	0	-80
COC(=O)C1=C(C)NC(C)=C(C(=O)OC)C1c1ccc(OC(=O)c2ccco2)cc1	·	-7	-1	19	2	0.0	-2	14	11	2	10
O=C(NCc1ccco1)c1sc2ccccc2c1Cl	·	-285	-30	·	-46	0.0	-2	1.9	-10	-2	-286
CS(=O)(=O)O/N=C1\CCCCC1c1ccc([N+](=O)[O-])cc1[N+](=O)[O-] (stereo unspecified)	-3	-13	-5	6	1	0.0	0	1.7	-6	?	13
CC(C)(C)C(=O)Nc1cc(S(=O)(=O)N2CCCCC2)ccc1N1CCCCC1	-7	35	-1	-3	25	0.0	5	0.0	4	-3	9
COCOCCn1cc(CN2CCS(=O)(=O)N(Cc3ccc(-c4ccc(OC)c(OC)c4)cc3)C(CC(C)C)C2=O)nn1 (stereo unspecified)	-12	2	-23	-4	·	-0.1	·	0.1	-6	-2	8
CC1(C(=O)Nc2ccc3c(c2)OCCO3)CCN1C(=O)Cc1ccc(-c2ccccc2)cc1 (stereo unspecified)	-11	27	57	11	·	1.4	·	-0.2	4	-4	17
COc1ccccc1NC(=O)CCNS(=O)(=O)c1ccc2c(c1)CCN2C(C)=O	-3	3	-18	1	-7	-0.1	1	-0.1	6	-6	10
C=CCOc1ccc(/C=C2\SC(=S)N(CCC(=O)O)C2=O)cc1	-2	31	10	1	78*	0.1	3	-0.2	5	6	91*
CNC(=O)Cn1nc(-c2ccc(Cl)cc2)c2ccccc2c1=O	·	3	7	23	-2	-0.1	-1	0.0	7	-10	14
O=C(NCCSc1ccccn1)c1ccc(Cl)cc1	-6	-206	-160	-4	-65	-0.1	0	-2.8	11	-6	-161
Cn1c(N)c(C(=O)COC(=O)C2=NNC(=O)CC2)c(=O)n(C)c1=O	-3	-6	-9	4	1	0.0	-1	-0.7	-2	23	1
COC(=O)NNC(=O)c1ccc(C(C)(C)C)cc1	-14	-31	1	-12	-18	0.8	-1	-2.3	1	-2	-35
Cc1[nH]c2ccccc2c1SCc1ccccc1	9	10	-15	25	·	-0.3	3	-2.7	·	11	-11
O=C(CN(Cc1ccccc1)C(=O)CNS(=O)(=O)c1ccccc1)NCC1CCCO1 (stereo unspecified)	-7	-3	-15	4	10	-0.1	1	-0.6	-9	-7	6
Cc1nc(N2CCN(C)CC2)c2cc(-c3ccccc3)sc2n1	-7	-5	-4	-4	-9	-0.1	0	-0.5	4	1	-15
Cc1nc2ncnn2c(C)c1CCC(=O)N1CCc2ccccc2C1	-6	-2	-2	-19	-12	-0.2	3	-2.7	9	-6	14
CCCc1cc(=O)[nH]c(SCC(=O)Nc2ccc(N3CCCCC3)cc2)n1	-6	9	-32	-4	0	-0.2	·	0.4	-16	1	2
Nc1nc2nc(-c3ccccc3)cc(=O)n2[nH]1	-5	9	5	-12	2	-0.1	2	2.8	-10	-1	10
COc1ccc2sc(NC(=O)NC(=O)c3c(Cl)cccc3Cl)nc2c1	-4	-56	-18	1	-12	-0.1	2	1.3	13	-2	-83
O=C(CN1C(=O)c2ccccc2C1=O)N(CCO)Cc1ccccc1	-18	2	-5	0	-8	0.1	·	0.0	-2	-11	19

Screens (PubChem)

This is a random part of the collection; overall some 3.5% were active at least once.
